Coupling enz: coupling enzyme interference in Giardia aldolase counter-screen. coupling enzyme system counterscreen, AmpLite Red fluorescence. activity change, negative = inhibition, % at 58.2 µM, hits read low. actives 0.67% (n = 290,000). AID 2472; in the data active means activity change below about -30%; further: on the % scale 0 is the no-effect control and ±100 the full control effect
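Compounds tested against the coupling enzymes alone at 57.5 uM final; readout was AmpLite Red fluorescence (525/598 nm) after 20 min at RT.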
GALK inh: galactokinase (human) inhibition. Potency, µM (highest dose often 57.5 µM), for the others: top-dose activity change, negative = inhibition, actives largely listed as inhibitors. P51570. Purified GALK, Kinase-Glo residual ATP luminescence. AID 1868. actives 0.007% (n = 270,000); further: potency means the concentration at half of the fitted maximal effect; on the % scale 0 is the no-effect control and ±100 the full control effect
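The enzyme phosphorylates galactose (100 uM) using ATP (35 uM); inhibition is detected as higher residual ATP, quantified by bioluminescence after 1 h reaction at room temperature, pH 8.0.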
BCR signal inh: inhibitors of chronic active B-cell receptor signaling | Potency, µM (titrated, usually from 46.1 µM), inactives show top-dose ratio change, negative = lower green/red ratio, hits mostly inhibitors | ABC-DLBCL IkBa-CBG/CBR reporter, luminescence ratio, 4 h | actives 0.05% (n = 340,000); active means well fitted inhibition curve with a large enough effect in the signal ratio, with a control signal flat, not every such curve was filed as active; inconclusive means small, poorly fitted or top-dose-only effect, or effect the other way, or a change in a side signal; the % refers to the signal ratio;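 further: potency means the concentration at half of the fitted maximal effect; plate controls were basal doxycycline-induced cells for no effect and cells given 10 µM MG132 for full effect; MG132 reads +100%, hits lower the ratio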
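Doxycycline induced both beetle luciferases in TMD8 lymphoma cells; IKK-driven degradation limits the IkappaBalpha-fused green signal, while red luminescence normalises for cell number and nonspecific effects. Compounds tested up to 46 uM, 4 hrs.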
TCR act: T cell receptor activation. 330,000 tested, under 10 active. Potency, µM (doses to about 9.22 µM), for the others: at the top dose activation of IL-2 secretion, most hits filed as activators. primary human leukocytes, anti-CD3, IL-2 HTRF, 48 h; further: % of control where 0% means no effect
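Human primary leukocytes + a-CD3 beads + cpd, 48 hr; IL-2 in supernatant by HTRF (ex 320nm / em 665nm). No co-stimulatory signal supplied.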
CXXC DNA block: MLL CXXC-DNA interaction inhibition | actives 0.037% (n = 290,000) | Potency, µM (highest dose often 115 µM), for the others: at the highest dose activity change, negative = inhibition, usual class: inhibitors | Q03164 | MLL-CXXC / FITC-HOXA9 DNA fluorescence polarization; active means well fitted inhibition curve with a large enough effect in the polarisation, with a control signal flat, not every such curve was filed as active; inconclusive means small, poorly fitted or top-dose-only effect, or effect the other way, or a change in a side signal; inactive means no such curve, though single readings can be large or run the other way; the % refers to the polarisation; further: potency means the concentration at half of the fitted maximal effect
Target sequence (Q03164 whole entry, looked up): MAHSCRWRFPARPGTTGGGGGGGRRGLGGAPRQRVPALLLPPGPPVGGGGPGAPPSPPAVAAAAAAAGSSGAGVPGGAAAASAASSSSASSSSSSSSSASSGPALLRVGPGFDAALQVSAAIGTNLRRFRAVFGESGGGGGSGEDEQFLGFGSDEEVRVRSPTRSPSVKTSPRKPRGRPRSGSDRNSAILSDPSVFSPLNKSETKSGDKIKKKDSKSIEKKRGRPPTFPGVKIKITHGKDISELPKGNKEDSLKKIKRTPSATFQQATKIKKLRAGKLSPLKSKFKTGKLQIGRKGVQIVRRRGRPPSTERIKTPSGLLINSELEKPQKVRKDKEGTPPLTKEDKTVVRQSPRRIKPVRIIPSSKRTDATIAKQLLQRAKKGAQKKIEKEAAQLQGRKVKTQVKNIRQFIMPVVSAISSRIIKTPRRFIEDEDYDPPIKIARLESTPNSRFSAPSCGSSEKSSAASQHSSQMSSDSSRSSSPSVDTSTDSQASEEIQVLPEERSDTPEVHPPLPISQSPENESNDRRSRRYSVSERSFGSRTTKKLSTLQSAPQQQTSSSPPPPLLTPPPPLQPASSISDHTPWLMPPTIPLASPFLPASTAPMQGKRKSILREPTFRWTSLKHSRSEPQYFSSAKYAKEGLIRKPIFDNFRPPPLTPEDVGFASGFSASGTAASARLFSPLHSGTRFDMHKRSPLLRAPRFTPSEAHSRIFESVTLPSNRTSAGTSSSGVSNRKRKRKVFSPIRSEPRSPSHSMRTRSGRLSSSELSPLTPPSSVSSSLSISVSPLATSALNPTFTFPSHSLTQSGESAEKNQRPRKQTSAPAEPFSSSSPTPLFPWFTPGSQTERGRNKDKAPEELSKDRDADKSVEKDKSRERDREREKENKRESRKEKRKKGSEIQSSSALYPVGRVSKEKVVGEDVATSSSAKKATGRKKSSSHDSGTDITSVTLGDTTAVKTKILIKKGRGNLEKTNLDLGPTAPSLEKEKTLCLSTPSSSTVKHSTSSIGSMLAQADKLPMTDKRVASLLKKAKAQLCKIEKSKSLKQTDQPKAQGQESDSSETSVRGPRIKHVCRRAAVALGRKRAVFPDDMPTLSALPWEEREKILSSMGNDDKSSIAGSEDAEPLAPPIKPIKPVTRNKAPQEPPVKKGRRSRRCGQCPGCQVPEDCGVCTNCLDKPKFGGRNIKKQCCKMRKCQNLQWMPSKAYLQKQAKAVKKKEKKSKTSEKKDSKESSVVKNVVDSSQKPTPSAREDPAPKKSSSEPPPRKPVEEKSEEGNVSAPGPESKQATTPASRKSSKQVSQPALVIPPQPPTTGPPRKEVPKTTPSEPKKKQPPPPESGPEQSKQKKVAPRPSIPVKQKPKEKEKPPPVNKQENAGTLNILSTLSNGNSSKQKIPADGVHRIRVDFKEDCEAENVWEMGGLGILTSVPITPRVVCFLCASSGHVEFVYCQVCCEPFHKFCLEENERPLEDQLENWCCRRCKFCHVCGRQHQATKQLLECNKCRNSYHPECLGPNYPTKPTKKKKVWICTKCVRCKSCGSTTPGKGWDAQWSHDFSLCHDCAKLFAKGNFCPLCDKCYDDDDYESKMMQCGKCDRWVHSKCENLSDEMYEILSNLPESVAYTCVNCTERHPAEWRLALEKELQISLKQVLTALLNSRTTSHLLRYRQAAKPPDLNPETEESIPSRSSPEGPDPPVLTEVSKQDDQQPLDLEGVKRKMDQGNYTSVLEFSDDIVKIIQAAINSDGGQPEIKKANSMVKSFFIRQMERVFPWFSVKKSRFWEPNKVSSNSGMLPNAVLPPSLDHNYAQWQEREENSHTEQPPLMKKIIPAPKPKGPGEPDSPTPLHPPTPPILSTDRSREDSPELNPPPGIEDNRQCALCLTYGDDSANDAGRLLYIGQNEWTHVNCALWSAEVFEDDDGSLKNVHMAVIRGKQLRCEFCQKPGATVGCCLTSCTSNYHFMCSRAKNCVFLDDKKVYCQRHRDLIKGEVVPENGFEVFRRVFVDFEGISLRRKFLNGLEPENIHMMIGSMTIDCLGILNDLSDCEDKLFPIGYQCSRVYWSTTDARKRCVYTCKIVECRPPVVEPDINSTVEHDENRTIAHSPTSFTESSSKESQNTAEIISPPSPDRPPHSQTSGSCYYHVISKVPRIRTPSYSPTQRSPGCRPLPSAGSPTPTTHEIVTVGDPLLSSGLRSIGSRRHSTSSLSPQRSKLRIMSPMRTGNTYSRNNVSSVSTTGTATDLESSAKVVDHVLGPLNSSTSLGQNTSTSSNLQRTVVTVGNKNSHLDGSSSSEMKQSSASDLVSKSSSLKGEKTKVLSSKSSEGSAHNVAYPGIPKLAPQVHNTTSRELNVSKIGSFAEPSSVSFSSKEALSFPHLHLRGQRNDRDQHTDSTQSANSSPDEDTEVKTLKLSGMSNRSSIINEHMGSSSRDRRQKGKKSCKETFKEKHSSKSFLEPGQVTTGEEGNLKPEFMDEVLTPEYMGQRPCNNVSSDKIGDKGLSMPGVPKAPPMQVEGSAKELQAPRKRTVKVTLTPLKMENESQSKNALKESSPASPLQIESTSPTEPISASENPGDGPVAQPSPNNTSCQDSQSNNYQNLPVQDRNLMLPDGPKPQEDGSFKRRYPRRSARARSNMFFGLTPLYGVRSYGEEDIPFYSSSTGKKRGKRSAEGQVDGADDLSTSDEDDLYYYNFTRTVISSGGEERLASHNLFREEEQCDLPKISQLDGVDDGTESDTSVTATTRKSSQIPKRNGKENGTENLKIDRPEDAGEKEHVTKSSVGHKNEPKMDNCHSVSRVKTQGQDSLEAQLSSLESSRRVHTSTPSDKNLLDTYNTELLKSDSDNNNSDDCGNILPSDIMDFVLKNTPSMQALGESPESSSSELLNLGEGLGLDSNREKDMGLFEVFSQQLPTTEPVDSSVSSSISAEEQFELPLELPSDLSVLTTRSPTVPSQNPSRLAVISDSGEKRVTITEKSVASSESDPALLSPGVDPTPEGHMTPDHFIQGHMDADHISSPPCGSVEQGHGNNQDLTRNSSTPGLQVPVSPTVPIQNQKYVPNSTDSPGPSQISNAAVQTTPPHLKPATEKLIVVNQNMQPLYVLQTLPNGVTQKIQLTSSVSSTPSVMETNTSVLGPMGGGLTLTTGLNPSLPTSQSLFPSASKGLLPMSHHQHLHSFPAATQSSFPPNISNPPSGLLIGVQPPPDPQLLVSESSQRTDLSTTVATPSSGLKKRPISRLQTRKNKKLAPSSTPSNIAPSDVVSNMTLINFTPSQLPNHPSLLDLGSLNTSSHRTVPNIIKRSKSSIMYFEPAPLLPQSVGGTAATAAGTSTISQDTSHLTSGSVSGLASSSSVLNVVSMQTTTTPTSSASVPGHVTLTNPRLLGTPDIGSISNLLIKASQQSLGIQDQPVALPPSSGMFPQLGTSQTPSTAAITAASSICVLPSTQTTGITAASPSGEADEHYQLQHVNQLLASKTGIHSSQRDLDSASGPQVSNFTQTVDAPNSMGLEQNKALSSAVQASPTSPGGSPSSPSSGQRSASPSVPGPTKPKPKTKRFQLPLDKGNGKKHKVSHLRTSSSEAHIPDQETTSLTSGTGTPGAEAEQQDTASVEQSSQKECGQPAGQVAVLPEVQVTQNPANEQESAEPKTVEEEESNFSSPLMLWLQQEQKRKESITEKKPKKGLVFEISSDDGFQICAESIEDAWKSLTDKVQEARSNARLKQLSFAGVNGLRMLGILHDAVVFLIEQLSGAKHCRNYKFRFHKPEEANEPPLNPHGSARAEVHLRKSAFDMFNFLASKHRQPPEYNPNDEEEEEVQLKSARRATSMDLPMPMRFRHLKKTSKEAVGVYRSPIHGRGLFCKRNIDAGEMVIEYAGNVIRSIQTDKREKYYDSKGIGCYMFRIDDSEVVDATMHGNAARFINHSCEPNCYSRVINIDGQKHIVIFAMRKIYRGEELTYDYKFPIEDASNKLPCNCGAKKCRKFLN
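Purified MLL-CXXC (added from a 7 uM solution) was preincubated 5 min at ambient with pinned compounds in 50 mM Tris-HCl pH 7.5, 50 mM NaCl, 1 mM DTT, 0.05% BSA. Fluorescein-labeled HOX-A9 DNA (50 nM solution) followed, 30 min, then polarization read.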
Tb PFK block: T. brucei PFK enzyme inhibition. T. brucei PFK, ADP-Glo luminescence. Potency, µM (highest dose often 57.5 µM), for inactives: at the highest dose activity, negative = inhibition, actives largely listed as inhibitors. actives 0.17% (n = 330,000);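 further: potency means the concentration at half of the fitted maximal effect; 0% = uninhibited 1x PFK enzyme wells and -100% = no-enzyme wells; nearly all actives have a fitted effect of over 60% in size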
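PFK 1.25 nM, F6P 0.5 mM, ATP 0.1 mM, 0.1 M TEA pH 8.0, 5 mM MgCl2, 0.01% Tween20, 0.1% BSA; 45 min RT. ADP-Glo readout. qHTS titration up to 57 uM; curves fitted, compounds curve-classed.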
A-T KAP1 phos: potential ataxia-telangiectasia treatments restoring KAP-1 phosphorylation | […] A-T fibroblasts, KAP-1 phosphorylation AlphaLISA; neocarzinostatin DNA damage 30 min before lysis | Potency, µM (series often up to 57.5 µM), for the others: top-dose activation, usual class: activators | actives 0.19% (n = 320,000); further: potency means the concentration at half of the fitted maximal effect; % of control where 0% means no effect; nearly all actives have a fitted effect of over 45% in size
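ATM-like activity read as KAP-1 phosphorylation via AlphaLISA donor/acceptor antibody pairs after lysis and 6 hr at 25C. Cells were ATM-null patient fibroblasts ([…], hTERT), dosed 60 min, then exposed to the DSB inducer NCS for 30 min.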
KCNH2 WT inh: inhibitors of human wildtype KCNH2 potassium channel | activity change, % at 1.84 µM | actives 0.37% (n = 340,000) | U2OS, BacMam KCNH2, thallium flux FluxOr; active compounds read low | Q12809;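 active means maximum activity change below -70%; inconclusive means maximum activity change between -70% and -50%; inactive means maximum activity change above -50%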; further: on the % scale 0 is the no-effect control and ±100 the full control effect
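U2OS cells transduced with wild-type KCNH2 virus are loaded with FluxOr dye for 45 min, and thallium flux is measured in kinetic reads before and after stimulation buffer. Rate constants are normalized to DMSO controls.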
TSHR antag: antagonists of human thyroid stimulating hormone receptor | P16473 | AID 504810 | actives 0.2% (n = 330,000) | TSHR-expressing cells, TSH-stimulated cAMP HTRF, 2 h; active compounds read low | activity change, negative = inhibition, % at 11.5 µM;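 active means activity change below a set negative limit, meaning inhibition stronger than a set level, cut at about -70% in these data; inconclusive means activity change between two set negative limits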; further: on the % scale 0 is the no-effect control and ±100 the full control effect
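TSHR-expressing cells, 200/well, pre-treated with compound, then stimulated with EC80 TSH (4nM final) for 2 hours at 37 deg C. cAMP measured by competitive HTRF: anti-cAMP cryptate antibody in lysis buffer plus cAMP-d2, read after 30 minutes at room temperature.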
Giardia killer: kills Giardia lamblia; Giardia lamblia trophozoite viability; activity change, % at 7.66 µM, hits read low; actives 0.15% (n = 340,000); in the data active means activity change below about -80%; inconclusive means between about -30% and that limit;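 further: parasites exposed to compound for two days anaerobically before the ATP read; on the % scale 0 is the no-effect control and ±100 the full control effect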
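Each well holds 100 Giardia trophozoites and compound. After two days (48 hrs) at 37 deg C in anaerobic conditions, ATP is quantified by luminescence.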
An asterisk follows results filed as active; ? = inconclusive; · = no result given; [ ] = remark or other dose. Unless noted, the call rests on the fitted dose curve; in most records, active means well fitted curve in the direction sought with a large enough effect; inconclusive means small, poorly fitted or top-dose-only effect, or another doubt; inactive means no such curve, though single readings can be large; an effect the other way counts as inactive or inconclusive. The order is random; about 1.6% have a hit in one of these screens.

SMILES	Coupling enz	GALK inh	BCR signal inh	TCR act	CXXC DNA block	Tb PFK block	A-T KAP1 phos	KCNH2 WT inh	TSHR antag	Giardia killer
CN(c1ccc(C(=O)N2CCN(c3ccccc3F)CC2)cc1)S(=O)(=O)c1ccccc1	-2	0%	2%	5%	-2%	-8%	-1%	15	-12	7
CCSc1nc(O)c(Cc2ccccc2)c(=O)[nH]1	5	-1%	2%	·	-4%	0%	-2%	-4	-2	-7
O=c1c2cccnc2n(-c2ccccc2)n1Cc1ccc(Cl)cc1	0	0%	2%	1%	3%	0%	24%	6	-12	-24
O=C(CN1CCN(CC(=O)Nc2ccccc2Cc2ccccc2)CC1)Nc1ccccc1Cl	-1	7%	-1%	-10%	23%	-1%	-7%	5	5	?
Cc1cccc(NC(=O)COC(=O)c2ccccc2-c2nc3ccccc3s2)c1C	-3	-3%	-11%	-8%[46.1 µM]	?	-3%	9%	9	46	18
COc1ccc(N2CCN(C(CNC(=O)c3cccc(Cl)c3)c3cccnc3)CC2)cc1 (stereo not given)	2	-1%	2%	5%	-4%	-4%	3%	6	21	-2
Cc1ccc(-c2csc(NC(=O)c3ccccc3F)c2C(=O)O)cc1	-20	4%	?	-2%	1%	-24%	-17%	1	-2	-27
Cn1ccnc1SCC(=O)Nc1cccc(S(=O)(=O)N2CCCCCC2)c1	-7	3%	-10%	-1%	2%	-2%	-2%	3	6	-15
CCCNC(=O)N1CCC(C(=O)c2ccc(F)cc2)CC1	4	·	-6%	·	-4%	-5%	1%	-4	-26	2
O=S(=O)(c1cccc(NC(=S)N2CCN(c3ccccc3F)CC2)c1)C(F)F	-3	-3%	?	8%[46.1 µM]	0%	0%	0%	0	-18	22
COc1cccc(-c2noc(CCC(=O)NCC3CCCO3)n2)c1 (stereo not given)	3	1%	?	-1%	-2%	-3%	-2%	-1	1	-3
CCOC(=O)N1CCN(C(=O)/C=C/c2ccc(OC)cc2)CC1	0	2%	-1%	4%	-10%	1%	-11%	5	11	-12
CCc1cc(C(=O)OC)c(NC(=O)CCC(=O)O)s1	10	-1%	?	-1%	-10%	-3%	-1%	-5	-1	-1
Cc1oc2cc(O)ccc2c(=O)c1Oc1ccccc1	8	6%	-8%	-4%	-2%	0%	-5%	-2	-7	-22
COc1ccc(C(O)(CC(C)C)C(CN2CCOCC2)c2ccccc2)cc1 (stereo not given)	-1	0%	1%	-1%	6%	0%	4%	1	-3	-14
CCC(C)Sc1ccc([C@@H]2[C@H]3C(=O)N(C)C(=O)[C@H]3[C@]3(C(=O)OC)CCCN23)cc1 (stereo not given in full)	·	·	-6%	0%	·	-4%	8%	-18	42	-1
CCN(C(=O)COc1ccc(C(=O)c2ccccc2)cc1)c1ccccc1	0	0%	?	-3%	-4%	-2%	3%	1	-11	-14
O=c1[nH]cnc2c1N1CCC2CC1	1	4%	1%	9%	-6%	1%	0%	-10	9	-8
CC1(C)Cc2c(C#N)c(NCCO)nc(-c3ccco3)c2CO1	2	0%	21%	0%	-3%	-1%	?	3	8	2
O=C(O)C(c1ccccc1)N1CCCCC1 (stereo not given)	2	0%	1%	3%	2%	2%	5%	7	-2	8
Cc1cccc(C)c1NC(=S)N(c1ccccc1)C(C)C	4	0%	-2%	-2%[46.1 µM]	0%	-4%	0%	2	20	9
CC(c1ccccn1)N(C)C(=O)c1ccc2nc(Cc3ccccc3F)oc2c1 (stereo not given)	·	7%	?	-2%	6%	-1%	6%	-5	6	4
O=C(Cc1ccccc1)Nc1cccc(NC(=O)c2cccs2)c1	4	14%	-23%	1%	1%	-1%	2%	1	0	-21
Cc1ccc(C)c(N(C(=O)Cc2cccs2)C(C(=O)NC2CCCC2)c2ccc(C)o2)c1 (stereo not given)	1	-5%	-1%	·	-5%	-6%	2%	4	7	1
O=C(NCCCn1ccnc1)c1cn(-c2ccccc2)nc1-c1ccc(F)cc1	6	0%	3%	-7%	-5%	-2%	-3%	34	9	8
Cc1ccc2c(c1)N(CCCC(=O)NCCCN1CCCC1=O)C(=O)CO2	5	·	1%	13%	23%	0%	-4%	3	13	-16
CCCCOc1ccc(-c2ncc(N)cn2)cc1	-2	0%	?	-1%	1%	1%	0%	-1	-9	-11
Cc1[nH]nc(SCC(=O)NCC(C)C)c1[N+](=O)[O-]	3	0%	?	2%	-15%	-10%	-7%	-4	13	3
O=C(O)C1CC(=O)N(CCc2ccccc2)C1 (stereo not given)	3	0%	?	6%	-1%	4%	4%	-2	2	4
CN1CCN(/C=N/c2c(C#N)cnn2C)CC1	1	-5%	1%	-1%	-2%	-15%	-3%	16	2	-4
COc1c(Cl)cc(Cl)cc1/C=N/n1cnnc1	0	0%	-20%	·	1%	?	7%	0	33	-6
COC(=O)CSc1[nH]c2ccc(Br)cc2c1[N+](=O)[O-]	1	-5%	-14%	1%	-21%	-2%	-4%	12	2	16
CS(=O)(=O)N1CCCC(C(=O)Nc2cccc(F)c2)C1 (stereo not given)	0	2%	-1%	4%	8%	2%	-1%	5	3	4
COc1ccc(C(=O)COC(=O)COc2cccc3c2OC(C)(C)C3)c(OC)c1	·	·	-12%	2%	·	-1%	4%	5	-6	30[activator]
Cc1ccc(NC(=O)CNC2CCS(=O)(=O)C2)cc1C (stereo not given)	8	0%	-4%	-3%	1%	-4%	11%	2	40	-2
CCOC(=O)CC(=O)CSc1nnc2sc3ccccc3n12	3	0%	-11%	-4%	-19%	9%	5%	0	-12	16
COc1cccc(C(=O)OCC(=O)Nc2ccccc2N2CCOCC2)c1	0	-3%	-5%	-5%	3%	-2%	5%	1	11	-9
C=CCN1C(=O)C2C3CC(=O)C(c4ccccc43)C2C1=O (stereo not given)	3	-1%	?	2%	1%	-4%	0%	3	28	11
COCCNC(=S)N(CCc1c(C)[nH]c2ccc(OC)cc12)Cc1cccnc1	6	3%	-3%	6%	5%	-1%	4%	·	-5	-2
COc1ccccc1/C=N/Nc1cc(C)nc2ccc(C)cc12	-4	-2%	-9%	-3%	-4%	-1%	10%	-6	34	-18
COc1ccc(C2NC(=O)c3n[nH]c(C)c32)c(OC)c1 (stereo not given)	4	1%	-3%	2%	0%	-2%	8%	0	-7	14
c1ccc(-c2noc(CC3CCCCC3)n2)cc1	0	-2%	2%	-7%	2%	6%	9%	2	38	-1
COc1ccc(Nc2nc(Cl)nc(Nc3ccc(OC)cc3OC)n2)c(OC)c1	4	0%	?	-2%	7%	3%	6%	7	13	13
COc1ccccc1C(=O)NCc1ccccn1	-3	-2%	-1%	-7%	1%	4%	6%[11.5 µM]	·	1	-1

Some values from the results shown:
TSHR antag, `O=S(=O)(c1cccc(NC(=S)N2CCN(c3ccccc3F)CC2)c1)C(F)F` reads -18
A-T KAP1 phos, `CCc1cc(C(=O)OC)c(NC(=O)CCC(=O)O)s1` reads -1%

Entries from the list above with fluorine (seven):
SMILES	Coupling enz	GALK inh	BCR signal inh	TCR act	CXXC DNA block	Tb PFK block	A-T KAP1 phos	KCNH2 WT inh	TSHR antag	Giardia killer
CN(c1ccc(C(=O)N2CCN(c3ccccc3F)CC2)cc1)S(=O)(=O)c1ccccc1	-2	0%	2%	5%	-2%	-8%	-1%	15	-12	7
Cc1ccc(-c2csc(NC(=O)c3ccccc3F)c2C(=O)O)cc1	-20	4%	?	-2%	1%	-24%	-17%	1	-2	-27
CCCNC(=O)N1CCC(C(=O)c2ccc(F)cc2)CC1	4	·	-6%	·	-4%	-5%	1%	-4	-26	2
O=S(=O)(c1cccc(NC(=S)N2CCN(c3ccccc3F)CC2)c1)C(F)F	-3	-3%	?	8%[46.1 µM]	0%	0%	0%	0	-18	22
CC(c1ccccn1)N(C)C(=O)c1ccc2nc(Cc3ccccc3F)oc2c1 (stereo not given)	·	7%	?	-2%	6%	-1%	6%	-5	6	4
O=C(NCCCn1ccnc1)c1cn(-c2ccccc2)nc1-c1ccc(F)cc1	6	0%	3%	-7%	-5%	-2%	-3%	34	9	8
CS(=O)(=O)N1CCCC(C(=O)Nc2cccc(F)c2)C1 (stereo not given)	0	2%	-1%	4%	8%	2%	-1%	5	3	4

High-throughput results from PubChem BioAssay.
